# Hck Nef HTS: inhibitors of human Hck kinase activated by Nef. P08631. Recombinant Hck-YEEI plus Nef, Z-Lyte FRET kinase assay. inhibition, % at 20 µM. 220,000 tested, 0.68% active. AID 463187;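 active = Hck-Nef kinase inhibition above about 50%, limit read from the data; inactive = inhibition below that limit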;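 note: 0% = DMSO with Hck plus Nef and 100% = Hck alone without Nef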
# zVAD death inh: L929 zVAD cell death inhibition; L929 zVAD necroptosis rescue, ATP luminescence, 24 h; with zVAD 60 µM; viability rescue, % at 10 µM; 220,000 tested, 0.38% active;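 active = activation, scaled between plate controls, above about 75%, limit read from the data; inactive = activation under that limit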;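 note: 0% = zVAD with DMSO and 100% = DMSO alone without zVAD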
# Tb hexokinase: T. brucei hexokinase 1 inhibition; 220,000 tested, 0.11% active; recombinant TbHK1, G6PDH-coupled NADH A340; inhibition, % at 10 µM;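 active = inhibition of 50% or more in the single-dose primary screen; inactive = inhibition below 50%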
# Runt-CBFb FRET: inhibitors of human RUNX1 Runt domain binding to CBFb. 220,000 tested, 0.46% active. AID 1496. Q01196+Q13951. inhibition, % at 20 µM. Cerulean-Runt/Venus-CBFb FRET ratio 530/480, 1 h;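 active = inhibition over about 50% at 20 µM in the single-dose screen, limit read from the data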;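 note: 0% = DMSO wells and 100% = excess unlabeled CBFb competitor control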
#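 Reagent – Venus-CBFb binding partner, 100 nM · Assay system – Cerulean-tagged RUNX1 Runt domain (FRET donor) fusion protein · Input – 100 nM per protein · Incubation – two 1 h room-temperature incubations shielded from light · Measured by – FRET fluorescence · Medium – Tris buffer pH 7.5 with salts and BSA · Benchmarks – unlabeled CBFb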
# NCF1 inh: blocks human p47phox regulatory protein of NADPH oxidases. 220,000 tested, 0.53% active. AID 1274. P14598. p47phox/p22phox peptide binding, fluorescence polarization, 2 h. inhibition, % at 24.7 µM;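 active = inhibition above about 30%, limit read from the data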;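 note: 0% = p47phox with labelled peptide and 100% = labelled peptide alone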
# Target sequence (P14598 whole entry, looked up): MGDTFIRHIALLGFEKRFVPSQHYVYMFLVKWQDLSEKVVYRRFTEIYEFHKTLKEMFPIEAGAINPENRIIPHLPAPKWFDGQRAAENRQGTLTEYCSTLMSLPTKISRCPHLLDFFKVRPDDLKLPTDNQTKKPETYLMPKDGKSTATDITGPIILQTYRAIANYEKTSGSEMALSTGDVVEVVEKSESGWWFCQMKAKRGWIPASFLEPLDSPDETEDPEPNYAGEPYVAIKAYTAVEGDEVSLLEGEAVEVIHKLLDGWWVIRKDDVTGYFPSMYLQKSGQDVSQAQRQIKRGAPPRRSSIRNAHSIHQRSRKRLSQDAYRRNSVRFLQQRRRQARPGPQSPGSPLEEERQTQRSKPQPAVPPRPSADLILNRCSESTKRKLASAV
# EBV gp42 block: inhibitors of Epstein-Barr virus glycoprotein 42 | Q1HVG2 | Fluorescence polarization binding assay, mP read-out | inhibition, % (tested at 21.74 µM) | 220,000 tested, 0.42% active | AID 1085; in the data active = inhibition above about 50%
# MDM2 E3 inh: Mdm2 E3 ligase (human) inhibition; 210,000 tested, 0.11% active; cell-based MDM2 ubiquitination luciferase reporter, 2 h; 0 = plate control, 100 = twice control, blank-subtracted; signal enhancement, % at 5 µM;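 active = signal enhancement of 30% or more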;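 note: luminescence tracks abundance of the self-degrading MDM2-luciferase fusion protein; higher signal means inhibition of MDM2 E3 ligase activity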
# Target sequence (Q00987 whole entry, looked up, the tested form may be a part): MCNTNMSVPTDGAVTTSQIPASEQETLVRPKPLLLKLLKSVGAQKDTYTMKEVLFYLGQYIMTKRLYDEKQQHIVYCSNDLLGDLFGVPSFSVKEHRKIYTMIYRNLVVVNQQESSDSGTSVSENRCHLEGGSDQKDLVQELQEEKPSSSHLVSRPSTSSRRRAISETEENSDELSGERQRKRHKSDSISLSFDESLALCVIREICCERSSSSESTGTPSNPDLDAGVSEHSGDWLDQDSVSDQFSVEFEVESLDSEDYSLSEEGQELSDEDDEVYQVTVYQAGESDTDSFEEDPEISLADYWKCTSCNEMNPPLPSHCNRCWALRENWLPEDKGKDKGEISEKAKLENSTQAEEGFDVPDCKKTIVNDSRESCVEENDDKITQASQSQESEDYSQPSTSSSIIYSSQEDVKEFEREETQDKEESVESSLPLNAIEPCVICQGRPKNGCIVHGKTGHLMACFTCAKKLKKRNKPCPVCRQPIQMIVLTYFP
#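 system = mammalian cells stably expressing self-ubiquitinating, self-degrading MDM2 E3–luciferase fusion | quantity = 2000 cells per well seeded | incubation = 4 h cell settling then 2 h compound exposure, 37 °C | signal = SteadyLite luminescence, 15 min reagent step | benchmarks = plate control and blank wells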
# 14-3-3 Bad inh: disrupts binding of bovine 14-3-3 zeta to phospho-Bad peptide | TR-FRET 14-3-3zeta/Dy647-pBad peptide displacement, 1 h | 220,000 tested, 0.71% active | inhibition, % at 21.7 µM | AID 781 | P63103;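 active = inhibition above about 70%, limit read from the data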;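 note: 0% = full 14-3-3 plus peptide FRET controls and 100% = background without 14-3-3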
# Runt-SMMHC FRET: inhibitors of human RUNX1 Runt domain binding to CBFb-SMMHC; Q01196+Q13951; inhibition, % at 20 µM; Cerulean-Runt/Venus-CBFb-SMMHC FRET ratio 530/480, 1 h; 220,000 tested, 0.74% active;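 active = mean inhibition across duplicate retests at 20 µM reaching about 50%, limit read from the data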;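 note: 0% = DMSO wells and 100% = wells with excess untagged CBFb-SMMHC; inhibitors lower the FRET ratio by blocking Runt binding to CBFb-SMMHC; some results filed as inactive read as strong as hits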
# An asterisk follows results filed as active; · = no result given; [ ] = remark or other dose.
SMILES,Hck Nef HTS,zVAD death inh,Tb hexokinase,Runt-CBFb FRET,NCF1 inh,EBV gp42 block,MDM2 E3 inh,14-3-3 Bad inh,Runt-SMMHC FRET
Cc1ccc(CSCCC(=O)NCCC2=CCCCC2)cc1,4,0.6,-2,30,-3,-13,-8,2,-2
CC(C)CC(NC=C1C(=O)OC(C)(C)OC1=O)C(=O)O (centres undefined),0,0.1,-4,·,-4,-21,-15,-4,·
O=C(Nc1cccc(C(F)(F)F)c1)Nc1ccc(N2CCCC2)c(S(=O)(=O)Nc2ccccc2Cl)c1,3,3.0,5,2,-20,-6,15,17,-6
CC1CCC2(CC1)NC(=S)N(C(C)(C)C)N2 (centres undefined),-1,0.6,-7,13,-8,-7,-5,-5,-1
COc1cc(S(=O)(=O)Nc2cccc(C)c2)ccc1NC(=O)c1cccnc1,6,1.1,32,1,-14,-18,-3,-17,-2
Cc1nnc(-c2cnn(C)c2N)n1Cc1cccc(Cl)c1,1,-0.6,-6,1,1,-11,·,6,-1
CSc1nnc(-c2cnccn2)n1CCCN1CCCC1=O,-5,1.9,-6,-4,1,-11,-4,1,3
COc1cc(OC)cc(C(=O)NCC(=O)OCc2csc(-c3ccccc3)n2)c1,4,0.7,21,-1,-10,-67,2,14,-32
O=C(c1ccc(N2C(=O)C3CCCCC3C2=O)cc1)N1CCCCC1 (centres undefined),6,0.2,5,-2,-5,6,3,-16,-39
Cc1nnc(SCC(=O)NC23CC4CC(CC(C4)C2)C3)n(N)c1=O,22,-0.4,2,2,-5,-10,-12,-17,-2
CC(=O)c1ccc(N2CCN(c3ccc(C(F)(F)F)cn3)CC2)cc1,3,1.1,-11,-3,-27,-29,-33,0,0
c1ccc(OCCOc2cccc3cccnc23)cc1,2,-0.5,-2,0,-7,18,·,-7[fluorescence artefact?],-1
O/N=C/c1ccccc1Oc1ccc(Cl)cc1,8,0.3,0,-3,-4,-7,-9,-10,-4
COCCSc1nc(N)c2c3c(sc2n1)CN(C)CC3,1,0.6,-8,27,-17,-7,-17,-7,44
CN(C)C(=O)OCC1COc2ccccc2O1 (centres undefined),2,0.3,-4,2,-10,-10,-11,6,-1
CCCCOc1ccc(N(CC(=O)NC2CCCC2)C(=O)CCC(=O)Nc2ccccn2)cc1,0,-0.2,2,-6,-19,-12,0,4,-10
Cc1c(Cl)cccc1NC(=S)N(CCCN1CCOCC1)Cc1cccs1,-1,-0.4,-3,0,-5,3,1,15,-1
CNC(=S)N1N=C(c2ccc(C)cc2)CC1c1ccc(N(C)C)cc1 (centres undefined),2,0.9,-22,-8,-23,-48,1,-5,-40
CCC(=O)Nc1cccc(C(=O)OCC(=O)c2ccccc2Cl)c1,1,0.0,-5,3,-7,0,3,1,-1
O=C1CSCN1c1cc(Cl)ccc1Cl,-10,0.5,-3,-1,-12,-11,-6,-3,-1

# Looked up one by one from the list above:
SMILES,Hck Nef HTS,zVAD death inh,Tb hexokinase,Runt-CBFb FRET,NCF1 inh,EBV gp42 block,MDM2 E3 inh,14-3-3 Bad inh,Runt-SMMHC FRET
O=C(Nc1cccc(C(F)(F)F)c1)Nc1ccc(N2CCCC2)c(S(=O)(=O)Nc2ccccc2Cl)c1,3,3.0,5,2,-20,-6,15,17,-6
O=C1CSCN1c1cc(Cl)ccc1Cl,-10,0.5,-3,-1,-12,-11,-6,-3,-1

# (more compounds)
SMILES,Hck Nef HTS,zVAD death inh,Tb hexokinase,Runt-CBFb FRET,NCF1 inh,EBV gp42 block,MDM2 E3 inh,14-3-3 Bad inh,Runt-SMMHC FRET
CCC1C(=O)NCCN1Cc1nc(-c2ccc(C)s2)oc1C (centres undefined),29,2.3,1,0,-5,6,1,-6,0
COc1cc2c(cc1OC)C(C(=O)N(C)Cc1ccccc1)C(c1cccnc1)N(C)C2=O (centres undefined),22,0.8,-5,0,-4,0,-8,-10,3
O=C(NCCc1ccccc1)c1ccc(-n2cnnn2)cc1,2,0.6,-11,0,-7,-11,-9,-3,0
CCOC(=O)N1CCC(NC(=O)C2=CCN(S(=O)(=O)c3ccc(OC)cc3)CC2)CC1,10,0.1,-12,0,-2,-11,-6,-2,-1
O=C(CN1CC(=O)Oc2ccccc21)OCC(=O)c1ccccc1,0,-0.1,23,7,-15,-11,-8,6,6
COc1ccc(CC(=O)Nc2cccc(C(=O)Nc3cccc(C)c3)c2)cc1,17,48,-5,-1,-4,-4,-4,-11,-2
Nc1nnnn1CC(=O)N/N=C/c1ccccn1,10,-0.1,-2,0,-5,-10,-7,-13,2
C=CCOc1cc(C)nc(-c2ccccc2O)n1,3,-0.4,-6,-1,-3,-24,-16,-6,1
Nc1nc(Nc2ccc(Cl)cc2)n[nH]1,2,1.5,-3,2,-5,-23,-19,-1[fluorescence artefact?],-6
COc1ccc(C2CC(c3ccccc3)=NN2S(=O)(=O)c2ccccc2)c(OC)c1 (centres undefined),2,2.3,-1,-1,-21,-33,-16,-7,5
CCCC1S/C(=N/N=C/c2cccs2)NC1=O (centres undefined),1,2.2,-31,-1,-7,0,-3,7,-2
O=S(=O)(/C=C/c1ccccc1)N1CCN(c2cccc(Cl)c2)CC1,-12,0.1,13,0,-13,1,-16,8,-3
Cc1ccc(S(=O)(=O)N(C)/C(=N/S(=O)(=O)c2ccccc2)c2ccccc2)cc1,2,-0.1,-8,-1,-13,-15,5,-3,-1
Cc1cccc(OCC(=O)O/N=C(\N)c2ccccn2)c1C,1,0.2,0,-2,-8,-6,24,-10,0
Cc1ccc(C(=O)CC(C(=O)O)n2cccn2)cc1 (centres undefined),-1,0.9,5,0,-7,-8,-11,2[fluorescence artefact?],2
COc1cc(NC(=O)c2ccc3c(c2)OCO3)ccc1NC(=O)c1cccs1,25,16,-5,1,0,-10,0,3,2
CCc1ccc(C(=O)CC2(O)C(=O)N(CN3CCOCC3)c3ccccc32)cc1 (centres undefined),2,0.0,-17,-2,-34,-19,-18,2,-3
CN1CCN(c2ccc(Cl)cc2NC(=O)c2cccc(S(=O)(=O)N(C)C)c2)CC1,1,-0.2,-4,1,-9,-35,7,-3[fluorescence artefact?],-4
O=C(O)C1CSC(c2ccc(O)c([N+](=O)[O-])c2)N1 (centres undefined),9,-0.5,7,0,1,-2,-14,-4,4
CN(C)/C=C1\C(=O)NN=C1C(F)(F)F,32,2.4,-2,0,1,-17,-13,-5,3
COc1ccc(C(=O)Nc2cc(C)nc3ccccc23)cc1OC,-12,0.0,-2,-1,-1,-7,-16,-3,1
CCOc1ccccc1N1CCN(C(=O)c2cc[n+]([O-])cc2)CC1,0,-0.3,8,-3,-17,-22,-10,-1,0
Cc1ccc(CNC(=O)c2sccc2-n2cccc2)cc1,1,-0.4,4,2,-1,-5,-17,-13,3
O=c1oc2cc(O)ccc2cc1-c1nc2c(s1)CCc1ccccc1-2,-10,0.7,1,4,-35,127*,2,3,83*
Cc1cc([N+](=O)[O-])nn1CC(=O)NCc1ccco1,1,0.6,26,0,-10,5,-4,-6[fluorescence artefact?],0
c1ccc(N2CCN(c3nc4ccccc4n4cnnc34)CC2)cc1,4,4.4,-16,-2,-2,-4,0,-2,-3
O=C1Oc2ccccc2C2(O)C3CCCCCC3C12 (centres undefined),0,-0.1,-11,-1,0,-25,-11,-5[fluorescence artefact?],-3
CCCNC(=O)NC(=O)COC(=O)c1oc2ccc(OCC)cc2c1C,-12,0.1,7,2,-9,-7,-8,-9,-1
O=c1c(-c2n[nH]c(=S)o2)cccn1Cc1ccccc1,-81,1.3,-15,-2,5,-5,-8,7,-16
CCOC(=O)CSc1nc2ccccc2c(=O)n1Cc1ccco1,-10,1.6,-6,0,-4,-53,0,14,1
CN(C)CC(O)COc1ccc(C(C)(C)c2ccc(OCC(O)CN(C)C)cc2)cc1 (centres undefined),7,21,10,1,10,-8,-9,-2[fluorescence artefact?],-2
Cn1c(=O)[nH]c2ccc([N+](=O)[O-])nc21,3,0.4,-22,2,7,-5,0,6,-1
O=C(O)C1CCN(C(=O)COc2ccc3c4c(c(=O)oc3c2)CCC4)CC1,1,-0.1,-16,2,1,-4,-13,11,3
CC1CN(C(=O)c2ccc3c(c2)OCO3)CC(C)O1 (centres undefined),-1,0.2,-6,0,2,-7,-7,-9,-3
Cc1ccc(C)c2[nH]c(=O)c(CCNC(=O)c3cc4ccccc4o3)cc12,-4,3.3,-3,-4,-18,-10,-14,0,0
O=C(NCC1CCCO1)C(c1ccc(F)cc1)N(C(=O)Cn1nnc(-c2ccc(F)cc2)n1)c1cccc(O)c1 (centres undefined),11,0.3,-7,-1,-2,-13,-7,0,-1
CC(/C=N/NC(=O)Cn1nccc1C)=C\c1ccc(C(C)C)cc1,-1,1.8,-7,-3,-2,-11,-2,-11,-2

# Exported with tabs: 5 of the compounds above.
smiles	Hck Nef HTS	zVAD death inh	Tb hexokinase	Runt-CBFb FRET	NCF1 inh	EBV gp42 block	MDM2 E3 inh	14-3-3 Bad inh	Runt-SMMHC FRET
O=C(O)C1CCN(C(=O)COc2ccc3c4c(c(=O)oc3c2)CCC4)CC1	1	-0.1	-16	2	1	-4	-13	11	3
O=C(NCC1CCCO1)C(c1ccc(F)cc1)N(C(=O)Cn1nnc(-c2ccc(F)cc2)n1)c1cccc(O)c1 (centres undefined)	11	0.3	-7	-1	-2	-13	-7	0	-1
CC(/C=N/NC(=O)Cn1nccc1C)=C\c1ccc(C(C)C)cc1	-1	1.8	-7	-3	-2	-11	-2	-11	-2
Cn1c(=O)[nH]c2ccc([N+](=O)[O-])nc21	3	0.4	-22	2	7	-5	0	6	-1
CN(C)CC(O)COc1ccc(C(C)(C)c2ccc(OCC(O)CN(C)C)cc2)cc1 (centres undefined)	7	21	10	1	10	-8	-9	-2[fluorescence artefact?]	-2
